NOD2 RIPK2 PPI – NOD2-RIPK2 protein interaction inhibition. O43353. CHO BLA complementation NOD2-RIPK2, CCF4 ratio. inhibition, % at 4.98 µM. actives 0.38% (n = 360,000). AID 624267; in the data active = inhibition above about 21%;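 also: 0% = vehicle only and 100% = reference blocker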
Target sequence (O43353 whole entry, looked up): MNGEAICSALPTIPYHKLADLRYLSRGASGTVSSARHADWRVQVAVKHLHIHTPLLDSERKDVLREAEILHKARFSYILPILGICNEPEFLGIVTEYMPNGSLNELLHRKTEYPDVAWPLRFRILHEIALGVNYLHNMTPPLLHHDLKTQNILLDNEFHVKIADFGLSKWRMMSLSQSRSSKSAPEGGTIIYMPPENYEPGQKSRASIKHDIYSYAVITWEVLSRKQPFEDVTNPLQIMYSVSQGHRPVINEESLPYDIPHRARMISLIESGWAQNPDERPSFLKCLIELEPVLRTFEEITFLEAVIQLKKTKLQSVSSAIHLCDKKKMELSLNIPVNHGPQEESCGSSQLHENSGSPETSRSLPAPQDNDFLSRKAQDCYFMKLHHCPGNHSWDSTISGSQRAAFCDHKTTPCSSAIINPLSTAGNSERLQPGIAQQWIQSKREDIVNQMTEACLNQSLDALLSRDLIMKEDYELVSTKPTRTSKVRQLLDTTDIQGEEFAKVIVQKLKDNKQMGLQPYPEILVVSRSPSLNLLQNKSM
LMP1 NFkB inh – Epstein-Barr LMP1 NF-kappaB reporter inhibition; inhibition, % at 12.5 µM; AID 504558; LMP1-induced NF-kappaB luciferase reporter cells, luminescence; actives 0.69% (n = 350,000); in the data active = inhibition above about 41%;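 also: 0% = neutral control wells and 100% = reference inhibitor control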
MC4R antagonist – blocks human MC4R cAMP signaling; P32245; MC4R-expressing cells, MTII-stimulated cAMP, LANCE TR-FRET; inhibition, % at 6.5 µM; actives 0.48% (n = 360,000); AID 540295;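 active = inhibition above its plate's cutoff, the mean of tested wells on that plate plus 3 SD, cut at about 29% in these data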;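 also: 0% = Melanotan II alone and 100% = Melanotan II plus saturating MCL0020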
Target sequence (P32245 whole entry, looked up): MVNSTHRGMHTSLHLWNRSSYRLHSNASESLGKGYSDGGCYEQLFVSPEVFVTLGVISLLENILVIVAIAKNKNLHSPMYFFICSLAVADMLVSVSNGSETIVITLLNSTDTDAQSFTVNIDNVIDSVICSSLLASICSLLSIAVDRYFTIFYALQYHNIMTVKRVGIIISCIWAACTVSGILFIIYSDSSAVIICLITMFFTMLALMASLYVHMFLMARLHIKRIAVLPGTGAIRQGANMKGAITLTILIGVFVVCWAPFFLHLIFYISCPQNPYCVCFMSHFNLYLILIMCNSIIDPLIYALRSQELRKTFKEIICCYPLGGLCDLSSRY
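System: U2OS-MC4R stable cell line; Technique: Eu-cAMP/anti-cAMP TR-FRET, emission 671 nm; Repeats: single well per compound; Also added: Melanotan II; Dosing: one concentration, 6.5 µM nominal; Schedule: 30-min compound, 1-h challenge, 1-h detection, room temperature.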
TLR9-MyD88 inh – TLR9-MyD88 interaction inhibition. Q9NR96+Q99836. CHO BLA complementation TLR9-MyD88, CCF4 FRET ratio. inhibition, % at 4.98 µM. actives 0.21% (n = 340,000). AID 504734;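 active = inhibition above the mean over all tested compounds plus 3 SD, cut at about 21% in these data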;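 also: 0% = DMSO only wells and 100% = clavulanate BLA inhibitor control wells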
COUP-TFII inh – inhibitors of human COUP-TFII (NR2F2); HEK293T NGFI-A luciferase reporter, luminescence; inhibition, % at 8.6 µM; AID 686940; actives 0.7% (n = 370,000); P24468;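 active = inhibition above a per-plate cutoff, mean inhibition of test wells between control levels plus 3 SD, cut at about 38% in these data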;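 also: cells cotransfected with COUP-TFII expression vector driving the NGFI-A reporter; 0% = median of COUP-TF2 test wells and 100% = reporter-only cells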
NCOA2 inhibitor – human SRC2 (NCOA2) inhibition; Q15596; inhibition, % at 9 µM; HEK293 GAL4-SRC2 luciferase reporter, luminescence; actives 0.17% (n = 370,000);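 active = inhibition above the mean inhibition of all tested compounds plus 3 SD, set per campaign, cut at about 52% in these data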;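 also: 0% = DMSO treated cells and 100% = cells given Gossypol at 36 µM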
MC4R ag barr – human MC4R agonism via beta-arrestin; P32245; U2OS MC4R beta-arrestin complementation, luminescence; percent of melanotan II response, DMSO zero; actives 0.98% (n = 360,000); activation, % at 8.9 µM;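 active = activation above a per-plate cutoff, the mean activation of sample wells on that plate plus 3 SD, cut at about 8% in these data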
SRC1 inh – inhibits human SRC1 coactivator. HEK293 GAL4-SRC1 luciferase reporter, luminescence. inhibition, % at 3.6 µM. AID 588354. actives 0.12% (n = 360,000). Q15788;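 active = inhibition above the campaign mean plus 3 SD, with each screening campaign given its own cutoff, cut at about 60% in these data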;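 also: 0% = DMSO treated cells and 100% = gossypol at 36 µM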
NCOA3 inh – human NCOA3 inhibition. inhibition, % at 3.6 µM. HEK293 GAL4-SRC3 luciferase reporter, luminescence. actives 0.17% (n = 360,000). AID 588352. Q9Y6Q9;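 active = inhibition above a per-campaign cutoff, the mean of all compounds plus 3 SD, cut at about 60% in these data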;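 also: 0% = DMSO-treated cells and 100% = gossypol-treated cells at 36 µM; higher means less SRC3-driven luciferase light from the GAL4 reporter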
LRH-1 inv ag – suppresses constitutive activity of human LRH-1; inhibition, % at 3.6 µM; HEK293T StAR-luciferase reporter, LRH-1 transfected, 24 h; O00482; actives 0.13% (n = 360,000);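 active = inhibition above the mean inhibition of all tested compounds plus 3 SD, cut at about 73% in these data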;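 also: 0% = DMSO wells and 100% = reporter-only cells lacking LRH-1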
ABHD5-PLIN5 inh – ABHD5-PLIN5 protein interaction inhibition | Split G. princeps luciferase complementation, luminescence, 4 h | AID 602281 | inhibition, % at 4 µM | Q00G26+Q8WTS1 | actives 0.78% (n = 360,000);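 active = inhibition above the mean inhibition across every tested compound plus 3 SD, cut at about 22% in these data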;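 also: 0% = DMSO only wells and the 100% control is not disclosed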
An asterisk follows results filed as active; . = no result given.

SMILES	NOD2 RIPK2 PPI	LMP1 NFkB inh	MC4R antagonist	TLR9-MyD88 inh	COUP-TFII inh	NCOA2 inhibitor	MC4R ag barr	SRC1 inh	NCOA3 inh	LRH-1 inv ag	ABHD5-PLIN5 inh
CC(C)C[C@H](NC(=O)c1nc[nH]c1C(=O)NCc1ccccc1)C(=O)OCc1ccccc1	-3	3	-2	-3	1	-17	0.5	2	-11	8	-4
Oc1c(C(c2ccccc2)N2CCc3ccccc3C2)sc2ncnn12 (stereo not given)	1	-8	-1	5	21	-21	-0.9	-9	-12	6	-6
Cc1ccc(S(=O)(=O)Oc2ccc(/C=N/NC(=O)c3nn(C)cc3[N+](=O)[O-])cc2)cc1	0	-7	5	-4	-7	-1	-1.7	-38	-8	9	-7
COc1cccc(N2CCN(Cc3ccsc3)CC2)c1	2	-12	2	-3	-6	-12	-1.1	-29	5	3	2
COC(=O)CN(c1ccc(C)cc1)S(=O)(=O)c1ccc2c(c1)n(C)c(=O)c(=O)n2C	1	2	15	2	.	.	-0.4	-2	-13	-8	4
CCCC(=O)n1nc(NCc2ccc(OC)cc2)nc1NCc1ccc(OC)cc1	-8	4	13	-2	15	-6	-1.2	13	18	6	-4
COc1cccc(NC(=O)C2CCCN(S(=O)(=O)c3cccc4cccnc34)C2)c1 (stereo not given)	-1	-4	2	-1	-3	15	3.0	20	-3	24	-2
Cn1c(N)c(C(=O)COC(=O)CCC(=O)c2ccc(F)cc2)c(=O)n(C)c1=O	-1	-1	0	-5	7	-35	2.1	6	21	4	-1
Cc1ccc(C(=O)NCC(=O)OCc2c(F)cccc2Cl)s1	-3	-2	9	11	-3	-33	-1.0	-38	-19	-9	-3
COc1ccc(-c2cnnn2-c2ccc([N+](=O)[O-])cc2)cc1	1	-2	6	-13	-13	8	-2.5	9	-9	3	5
COc1ccc(NC(=O)C2CC(c3ccccc3O)=NO2)cc1OC (stereo not given)	-2	6	22	-8	4	9	0.1	8	-25	12	-6
CC(=O)C1C(c2ccc(F)c(F)c2)NC(=O)NC1(O)C(F)(F)F (stereo not given)	-7	-9	-3	-13	10	-13	1.4	0	14	16	9
CCCc1cc(=O)[nH]c(Nc2ccc(N3CCCCC3)cc2)n1	0	-2	13	-3	9	-7	4.2	0	1	-9	-10
CCOc1ccc(S(=O)(=O)N2CCCCC2)cc1NC(=O)Cc1ccc(OC)cc1	-9	3	10	-13	17	12	-0.9	-9	3	19	-2
Cc1ccc(/C(N)=N/OC(=O)COc2cccc3ccccc23)cc1	2	-2	1	2	-3	-10	-0.1	-10	-14	15	-7
CCON1C(=O)C2(CCCCC2)C(=O)C12C=CCCC2 (stereo not given)	-1	85*	6	5	17	-13	-0.1	2	-1	-12	5
CC(=O)NS(=O)(=O)c1ccc(NC(=O)c2ccc(S(=O)(=O)N3CCCC3)cc2)cc1	-2	1	7	6	-18	5	-2.8	-10	-10	-16	8
COc1ccc2c(c1)C(=O)N1[C@H]3c4cc(Cl)ccc4OC[C@@H]3[C@H](c3ccccc3)[C@]1(C)C(=O)N2	-5	14	4	3	-12	-2	-1.4	8	10	2	-2
CSCCC(c1nnnn1-c1c(C)cccc1C)N1CCN(C/C=C/c2ccccc2)CC1 (stereo not given)	-9	.	.	.	-1	-30	.	8	10	1	5
O=C(Nc1ccc(F)cc1)C(Cc1ccccc1)n1cccc1 (stereo not given)	-1	-2	22	-5	8	4	3.1	9	4	-11	-4
Cc1ccc(C(=O)Nc2nnc(-c3ccncc3)o2)cc1	0	0	0	-3	-18	-57	-2.0	-50	-28	-85	-5
O=S(=O)(c1ccccc1)N1CCN(S(=O)(=O)c2ccc(F)cc2)CC1	-13	-16	-1	11	-2	1	1.7	7	3	14	-2
CCn1c(C)nc2cc(C(N)=O)ccc21	-9	2	-2	4	-4	4	-0.3	2	5	5	2
COCC1CCN(Cc2nc(Cc3ccccc3Cl)no2)CC1	-7	-6	-9	0	-13	4	-0.8	-7	2	-24	1
COC(=O)c1ccc(COC(=O)CNS(=O)(=O)c2ccccc2)cc1	-3	2	6	-3	21	-8	-5.2	0	-6	-2	-1
CC(C)[C@H](NC(=O)c1ccccc1Cl)C(=O)OCC(=O)NCc1ccc2c(c1)OCO2	9	-1	16	4	12	0	-1.2	-5	4	-3	-4
Cc1cc(C)nc(Nc2nc(C(N)Cc3ccc(F)cc3)cs2)n1 (stereo not given)	-3	.	-3	.	-3	-17	1.0	6	-26	-4	10
O=C(Nc1nc2ccccc2n1Cc1ccc(Cl)cc1)c1ccco1	-16	3	-14	0	8	1	3.4	-16	15	15	5
CN(C(=O)c1cccc(NC(=O)Cc2ccc(NC(=O)C3CCN(C(=O)C4CC4)CC3)cc2)c1)C1CC1	5	-12	-1	-4	-4	19	-0.5	-14	-2	20	1
O=C(NC(NC(=S)N1CCOCC1)C(Cl)(Cl)Cl)c1cccc2ccccc12 (stereo not given)	0	-3	1	-2	10	-27	-1.6	11	4	-3	4
O=C(/C=C/c1ccco1)OCC(=O)N1CCCCC1	-12	3	6	5	-18	-61	2.1	-22	-45	-51	-3
S=C(NCCc1ccccc1)NCCc1ccccc1	-23	-43	-5	2	-32	-74	-0.1	-72	-46	-85	3
O=C(C1CCC1)N1CCC(O)(c2cccc(F)c2)CC1	6	-9	7	2	9	-12	-2.6	11	3	-22	-1
CCCCC(=O)OCC(=O)Nc1ccc(OC(F)F)cc1	-5	2	11	4	-3	1	-0.4	-3	-2	5	0
CC(C)S(=O)(=O)c1csc(NC(=O)Nc2ccc(Cl)cc2)c1	-17	1	14	-9	13	-26	1.0	-1	17	-17	0
CCOC(=O)CNC(=O)N1CCc2ccc(NC(=O)c3ccccc3OC)cc2C1	3	14	-17	2	3	-11	-0.1	12	-8	8	-1
O=C(/C=C/c1ccccc1)NCCC1=CCCCC1	0	-26	0	6	-32	-72	-0.5	-71	-74	-90	-4
Cc1ccc(NC(=O)/C=C/c2ccc(Cl)cc2)nc1	6	-4	12	-19	-23	-61	7.3	-58	-66	-49	-10
CC(C)(C)c1ccc(C(=O)N2CCOC23CCCCC3)cc1	-3	.	.	.	-11	-19	.	-3	-11	-70	3
COCc1cc(C)nc(OCC(=O)N/N=C\c2cc(C)n(-c3cccc(C(F)(F)F)c3)c2C)c1C#N	-7	6	5	-16	4	26	-0.1	-12	7	7	-2

Reformatted with two lines to a compound: twelve of the compounds above
Values run as follows: NOD2 RIPK2 PPI | LMP1 NFkB inh | MC4R antagonist | TLR9-MyD88 inh | COUP-TFII inh | NCOA2 inhibitor | MC4R ag barr | SRC1 inh | NCOA3 inh | LRH-1 inv ag | ABHD5-PLIN5 inh
Cc1cc(C)nc(Nc2nc(C(N)Cc3ccc(F)cc3)cs2)n1 (stereo not given)
 : -3 | . | -3 | . | -3 | -17 | 1.0 | 6 | -26 | -4 | 10
O=C(Nc1nc2ccccc2n1Cc1ccc(Cl)cc1)c1ccco1
 : -16 | 3 | -14 | 0 | 8 | 1 | 3.4 | -16 | 15 | 15 | 5
CN(C(=O)c1cccc(NC(=O)Cc2ccc(NC(=O)C3CCN(C(=O)C4CC4)CC3)cc2)c1)C1CC1
 : 5 | -12 | -1 | -4 | -4 | 19 | -0.5 | -14 | -2 | 20 | 1
O=C(NC(NC(=S)N1CCOCC1)C(Cl)(Cl)Cl)c1cccc2ccccc12 (stereo not given)
 : 0 | -3 | 1 | -2 | 10 | -27 | -1.6 | 11 | 4 | -3 | 4
O=C(/C=C/c1ccco1)OCC(=O)N1CCCCC1
 : -12 | 3 | 6 | 5 | -18 | -61 | 2.1 | -22 | -45 | -51 | -3
S=C(NCCc1ccccc1)NCCc1ccccc1
 : -23 | -43 | -5 | 2 | -32 | -74 | -0.1 | -72 | -46 | -85 | 3
O=C(C1CCC1)N1CCC(O)(c2cccc(F)c2)CC1
 : 6 | -9 | 7 | 2 | 9 | -12 | -2.6 | 11 | 3 | -22 | -1
CCCCC(=O)OCC(=O)Nc1ccc(OC(F)F)cc1
 : -5 | 2 | 11 | 4 | -3 | 1 | -0.4 | -3 | -2 | 5 | 0
CC(C)S(=O)(=O)c1csc(NC(=O)Nc2ccc(Cl)cc2)c1
 : -17 | 1 | 14 | -9 | 13 | -26 | 1.0 | -1 | 17 | -17 | 0
CCOC(=O)CNC(=O)N1CCc2ccc(NC(=O)c3ccccc3OC)cc2C1
 : 3 | 14 | -17 | 2 | 3 | -11 | -0.1 | 12 | -8 | 8 | -1
O=C(/C=C/c1ccccc1)NCCC1=CCCCC1
 : 0 | -26 | 0 | 6 | -32 | -72 | -0.5 | -71 | -74 | -90 | -4
Cc1ccc(NC(=O)/C=C/c2ccc(Cl)cc2)nc1
 : 6 | -4 | 12 | -19 | -23 | -61 | 7.3 | -58 | -66 | -49 | -10

The results go on.
SMILES	NOD2 RIPK2 PPI	LMP1 NFkB inh	MC4R antagonist	TLR9-MyD88 inh	COUP-TFII inh	NCOA2 inhibitor	MC4R ag barr	SRC1 inh	NCOA3 inh	LRH-1 inv ag	ABHD5-PLIN5 inh
COc1ccc(N(Cc2cc3cc(OC)ccc3[nH]c2=O)S(=O)(=O)c2ccc(NC(C)=O)cc2)cc1	8	33	11	11	17	24	0.5	30	10	24	6
O=C(CN1C(=O)NC2(CCCCCC2)C1=O)Nc1ccc([N+](=O)[O-])cc1	-3	3	-6	2	1	9	-3.1	7	14	50	-3
COc1cccc(N2CCN(C(=O)C3CCN(S(=O)(=O)c4ccc5c(c4)oc(=O)n5C)CC3)CC2)c1	4	3	21	-9	5	-15	1.2	-3	-3	-12	1
COC(=O)c1ccccc1NC(=O)Oc1ccc(F)cc1	-5	4	-4	6	10	9	0.0	3	12	10	1
Cc1ccsc1C(=O)N(C)C1CCS(=O)(=O)C1 (stereo not given)	-18	6	15	-2	1	-5	0.3	-32	3	-14	12
COCCN(C(=O)COC(=O)CCCOc1ccccc1)c1c(N)n(Cc2ccccc2)c(=O)[nH]c1=O	3	3	0	13	-12	-18	-4.0	0	-10	-21	-3
C=CCOC(=O)C1CC=CCC1C(=O)Oc1ccc(F)cc1F (stereo not given)	10	21	2	6	0	-27	0.8	-6	-15	-12	2
O=C(/C=C/c1ccccc1)Nc1cccnc1	7	-26	7	-6	-18	-57	-0.4	-93	-98	-152	1
COc1cc([N+](=O)[O-])ccc1N	-5	0	-6	0	-5	-9	0.9	7	-7	-19	-4
Cc1nc(SCc2ccc(Cl)cc2)ncc1C(=O)O	-10	1	1	-14	10	4	-3.5	11	12	-9	1
Cc1ccc(NC(=O)NC(=O)COc2ccc(Cl)cc2Cl)c(C)c1	-4	-11	0	4	5	10	-2.0	-3	5	0	-11
Clc1cccc(/C=N/Nc2nc(Cl)nc3ccccc23)c1	4	-51	2	6	-16	-82	2.7	-79	-121	-74	-2
CC(=O)NNc1cc(N2CCOCC2)nc(N2CCOCC2)n1	-6	-7	1	9	0	9	1.9	-12	9	2	2
CCn1cc(C(=O)NCc2ccccc2F)c(=O)c2ccc(C)nc21	-1	-2	8	1	.	.	0.3	-11	11	16	0

Bioassay records (PubChem)

An excerpt (hit frequency here may not be typical).
